# NCOA1 inh: inhibits human SRC1 coactivator; Q15788; HEK293 GAL4-SRC1 luciferase reporter, luminescence; inhibition, % at 3.6 µM; actives 0.12% (n = 360,000); AID 588354;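 active = inhibition above the campaign mean plus 3 SD, with each screening campaign given its own cutoff, cut at about 60% in these data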;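 also: 0% = DMSO treated cells and 100% = gossypol at 36 µM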
# NR2F2 inh: NR2F2 (human) inhibition, primary screen; HEK293T NGFI-A luciferase reporter, luminescence; inhibition, % at 8.6 µM; actives 0.7% (n = 370,000);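 active = inhibition above a per-plate cutoff, mean inhibition of test wells between control levels plus 3 SD, cut at about 38% in these data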;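 also: cells cotransfected with COUP-TFII expression vector driving the NGFI-A reporter; 0% = median of COUP-TF2 test wells and 100% = reporter-only cells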
# Target sequence (P24468 whole entry, looked up): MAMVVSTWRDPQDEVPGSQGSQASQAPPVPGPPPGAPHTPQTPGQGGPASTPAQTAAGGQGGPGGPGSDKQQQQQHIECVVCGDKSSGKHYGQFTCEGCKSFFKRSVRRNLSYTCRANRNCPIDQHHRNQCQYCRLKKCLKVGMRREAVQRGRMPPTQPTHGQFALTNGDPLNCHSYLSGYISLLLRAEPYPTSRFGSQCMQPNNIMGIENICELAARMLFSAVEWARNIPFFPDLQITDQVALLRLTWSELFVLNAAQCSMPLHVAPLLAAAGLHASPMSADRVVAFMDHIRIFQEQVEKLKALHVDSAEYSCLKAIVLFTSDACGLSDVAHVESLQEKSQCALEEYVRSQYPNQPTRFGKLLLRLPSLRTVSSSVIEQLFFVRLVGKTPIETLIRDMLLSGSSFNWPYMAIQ
# C8 TRAIL sens: sensitizes caspase-8 expressing cells to TRAIL | inhibition (viability loss, TRAIL sensitization), % at 10 µM | actives 1% (n = 360,000) | NB7+C8 cells + TRAIL, ATPlite viability luminescence;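 active = compounds causing at least 50% loss of cell viability in the single-dose screen, relative to plate controls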
# SRC3 inh: human NCOA3 inhibition; HEK293 GAL4-SRC3 luciferase reporter, luminescence; inhibition, % at 3.6 µM; actives 0.17% (n = 360,000); AID 588352;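 active = inhibition above a per-campaign cutoff, the mean of all compounds plus 3 SD, cut at about 60% in these data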;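 also: 0% = DMSO-treated cells and 100% = gossypol-treated cells at 36 µM; higher means less SRC3-driven luciferase light from the GAL4 reporter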
# TROY NFkB inh: TROY signaling inhibition. Q293 LMP1-TROYcd NF-kB luciferase reporter, 4 h. inhibition, % at 10 µM. actives 0.98% (n = 360,000). AID 1347056;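 active = compounds whose plate-normalised and pattern-corrected inhibition of the luciferase reporter signal at the single screening dose is 50% or more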
# NCOA2 inhibitor: inhibits human steroid receptor coactivator 2 | actives 0.17% (n = 370,000) | inhibition, % at 9 µM | Q15596 | HEK293 GAL4-SRC2 luciferase reporter, luminescence;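 active = inhibition above the mean inhibition of all tested compounds plus 3 SD, set per campaign, cut at about 52% in these data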;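 also: 0% = DMSO treated cells and 100% = cells given Gossypol at 36 µM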
# TLR9-MyD88 inh: blocks human TLR9 binding to MyD88 | Q9NR96+Q99836 | CHO BLA complementation TLR9-MyD88, CCF4 FRET ratio | actives 0.21% (n = 340,000) | inhibition, % at 4.98 µM;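 active = inhibition above the mean over all tested compounds plus 3 SD, cut at about 21% in these data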;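 also: 0% = DMSO only wells and 100% = clavulanate BLA inhibitor control wells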
# NR5A2 inv ag: NR5A2 inverse agonism in reporter assay; HEK293T StAR-luciferase reporter, LRH-1 transfected, 24 h; O00482; actives 0.13% (n = 360,000); inhibition, % at 3.6 µM;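 active = inhibition above the mean inhibition of all tested compounds plus 3 SD, cut at about 73% in these data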;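 also: 0% = DMSO wells and 100% = reporter-only cells lacking LRH-1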
# Target sequence (O00482 whole entry, looked up): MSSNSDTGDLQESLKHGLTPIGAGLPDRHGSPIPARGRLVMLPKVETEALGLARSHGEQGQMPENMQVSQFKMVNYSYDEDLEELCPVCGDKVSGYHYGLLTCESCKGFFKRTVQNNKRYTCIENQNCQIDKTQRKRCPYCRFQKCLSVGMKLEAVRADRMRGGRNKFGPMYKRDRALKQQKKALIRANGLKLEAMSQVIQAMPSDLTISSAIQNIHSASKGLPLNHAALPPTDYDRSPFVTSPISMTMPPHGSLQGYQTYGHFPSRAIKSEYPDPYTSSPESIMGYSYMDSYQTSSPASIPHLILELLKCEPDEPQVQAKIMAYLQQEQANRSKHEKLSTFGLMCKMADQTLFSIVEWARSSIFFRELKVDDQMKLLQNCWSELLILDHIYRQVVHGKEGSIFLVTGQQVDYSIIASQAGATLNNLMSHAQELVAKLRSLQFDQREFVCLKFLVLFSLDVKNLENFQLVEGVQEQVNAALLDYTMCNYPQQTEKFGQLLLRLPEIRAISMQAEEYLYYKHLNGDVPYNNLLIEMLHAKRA
# NOD2 RIPK2 PPI: inhibitors of human NOD2-RIPK2 interaction. O43353. CHO BLA complementation NOD2-RIPK2, CCF4 ratio. inhibition, % at 4.98 µM. actives 0.38% (n = 360,000). AID 624267; in the data active = inhibition above about 21%;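 also: 0% = vehicle only and 100% = reference blocker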
# LMP1 NFkB inh: reduces LMP1-driven NF-kappaB luciferase signal | LMP1-induced NF-kappaB luciferase reporter cells, luminescence | inhibition, % at 12.5 µM | actives 0.69% (n = 350,000) | AID 504558; in the data active = inhibition above about 41%; inconclusive = no clear call, values can overlap the other calls;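 also: 0% = neutral control wells and 100% = reference inhibitor control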
# Vif imaging: inhibitors of HIV Vif; inhibition, % at 7.49 µM; HEK293T cells, Vif self-association by quenched fluorescence, imaging, 24 h; actives 0.35% (n = 340,000); in the data active = inhibition above about 50%, passing the limit was not always enough; inconclusive = no clear call, values can overlap the other calls; inactive = below about 31%; also: some results filed as inactive read as strong as hits
# Starred values were filed as active, the others as inactive; ? = inconclusive; / = no result given.
SMILES,NCOA1 inh,NR2F2 inh,C8 TRAIL sens,SRC3 inh,TROY NFkB inh,NCOA2 inhibitor,TLR9-MyD88 inh,NR5A2 inv ag,NOD2 RIPK2 PPI,LMP1 NFkB inh,Vif imaging
Cc1ccc(C(=O)N/C(=C\c2cccs2)C(=O)NCCCn2ccnc2)cc1C,-17,4,3,-3,-7,2,6,-4,-2,1,-1
CC(=O)c1cccc(-c2ccnc3c2CC(C(=O)NCc2ccccc2)O3)c1 (centres undefined),-17,-72,9,13,18,11,/,32,20,/,35
Cc1cc(C)cc(OCCNC(=O)C(C)N2C(=O)c3ccccc3C2=O)c1 (centres undefined),7,-17,-12,22,10,-8,1,4,0,-4,14
CCc1cccc(C)c1NS(=O)(=O)c1cccs1,-5,6,-2,6,6,-14,-7,0,-4,4,8
CCOc1ccc(CCN2C(=S)N([C@@H](Cc3ccc(O)cc3)CN3CCC[C@@H]3CN3C(=S)NC[C@@H]3CC(C)C)C[C@@H]2Cc2ccc(O)cc2)cc1,-3,2,0,15,32,-13,/,4,2,/,?
COc1ccc(CNC(=O)C[C@H]2C[C@H](C(=O)N(C(C)C)C(C)C)[C@@]3(C)c4[nH]c5cc(-c6ccco6)ccc5c4CCN3C2=O)cc1OC,-7,26,-26,-27,-7,1,-10,3,0,17,-10
N=c1oc2ccccc2cc1C(=O)N/N=C/c1ccccc1,11,11,-6,17,-55,-34,-7,26,-9,-2,1
Cc1ccc(C(=O)Nc2ncccc2S(=O)(=O)c2ccccc2)cc1,-17,-28,-11,-63,-65,-46,-8,-14,-4,-36,10
Nc1ccc(N2CCOCC2)c(S(=O)(=O)Nc2cc(Cl)ccc2Cl)c1,2,-4,-3,4,18,4,-10,-13,4,7,-2
CCn1c(SCC(=O)Nc2ccc(C)cc2)nnc1-c1ccc(O)cc1,-26,15,-3,-6,4,-4,-4,4,-4,4,3
COc1ccc(OC)c(NC(=O)CN(C)S(=O)(=O)c2ccc3nc(C)sc3c2)c1,1,-12,-17,3,11,17,-3,7,1,-7,-9
N#Cc1ccc(NCC(=O)Nc2ccc(S(=O)(=O)N3CCCCC3)cc2)cc1,8,14,4,9,1,-23,6,-2,-13,5,14
O=C(/C=C/c1ccc(Br)cc1)NCCCn1ccnc1,-4,11,0,-9,-1,-12,-5,11,-2,-23,-4
COc1ccc(-n2nc(C(=O)NCC(=O)N3CCN(c4ccc(F)cc4)CC3)c3ccccc3c2=O)c(OC)c1,-43,-24,28,-11,-21,-24,-3,-29,-4,-12,6
Cc1cc(N2CCN(S(=O)(=O)c3ccccc3)CC2)nc2c(C)cccc12,-30,10,2,-2,21,16,-8,14,-5,-4,13
O=C(CC1C(=O)NCCN1Cc1c(F)cccc1Cl)NCCCn1ccnc1 (centres undefined),10,-1,-4,-14,4,19,10,12,-10,1,18
COc1ccccc1CNC(=O)CSCc1cnn(-c2ccccc2)c1-n1cccc1,-3,7,0,8,5,10,4,-10,0,6,-8
C=C(C)CNC(=S)N/N=C/C1=CCC2CC1C2(C)C (centres undefined),-18,-18,24,7,-34,-12,-2,0,-4,1,1
Cc1ccccc1NCCNc1ccccc1C,-22,12,-3,1,-33,14,-19,10,-19,-1,12
CCc1ccccc1Nc1nc(N)nc(COC(=O)CCS(=O)(=O)c2ccccc2)n1,11,-29,37,17,13,1,3,-19,4,-2,3
O=C(NCCn1cc(SCc2ccc(F)cc2)c2ccccc21)c1c(F)cccc1F,4,17,4,2,27,14,9,12,-2,1,-4
CC(C)CNc1ncnc2c1cnn2Cc1ccc(Cl)cc1,-3,-1,-7,10,-3,4,/,10,-2,/,-6
O=C(O)C(O)C(O)c1nc2ccccc2[nH]1 (centres undefined),-7,-14,-6,19,11,7,-5,-3,0,2,0
COc1ncnc2c1NC1=C(S2)C(=NCCC(=O)O)CC(C)(C)C1,-17,9,-9,9,-5,-5,0,5,6,-1,-2
CC(=O)NC(CC(=O)OCC(=O)c1c(N)n(C)c(=O)n(C)c1=O)c1ccccc1 (centres undefined),6,15,-9,-13,-7,-19,-4,7,-7,-8,-1
O=C(C1CCCN(c2ncnc3c2nc2n3CCCCC2)C1)N1CCCCC1 (centres undefined),6,-11,8,14,9,-6,-5,15,-1,30,-6
COc1ccc(N=Cc2ccccc2O)cc1,6,3,-10,3,-10,-2,-8,12,-7,-11,6
CC(C)(C)NC(=O)COC(=O)c1ccc2c(c1)C(=O)N(Cc1ccco1)C2=O,12,-12,-2,1,11,-4,4,-10,-6,-3,0
O=Cc1ccc(OC(=O)/C=C/c2ccccc2)cc1,-2,-6,-2,15,-12,-2,-4,12,0,6,/
COc1ccc(N2CCN(C(=O)[C@@H](NC(=O)c3ccccc3Cl)C(C)C)CC2)cc1,8,-6,-8,19,-3,-10,-4,-1,6,-6,-9

# Entries of single compounds as entered above:
# CCc1ccccc1Nc1nc(N)nc(COC(=O)CCS(=O)(=O)c2ccccc2)n1 in the list: NCOA1 inh: 11; NR2F2 inh: -29; C8 TRAIL sens: 37; SRC3 inh: 17; TROY NFkB inh: 13; NCOA2 inhibitor: 1; TLR9-MyD88 inh: 3; NR5A2 inv ag: -19; NOD2 RIPK2 PPI: 4; LMP1 NFkB inh: -2; Vif imaging: 3
# CC(=O)NC(CC(=O)OCC(=O)c1c(N)n(C)c(=O)n(C)c1=O)c1ccccc1 (centres undefined) in the list: NCOA1 inh: 6; NR2F2 inh: 15; C8 TRAIL sens: -9; SRC3 inh: -13; TROY NFkB inh: -7; NCOA2 inhibitor: -19; TLR9-MyD88 inh: -4; NR5A2 inv ag: 7; NOD2 RIPK2 PPI: -7; LMP1 NFkB inh: -8; Vif imaging: -1

# Later entries.
SMILES,NCOA1 inh,NR2F2 inh,C8 TRAIL sens,SRC3 inh,TROY NFkB inh,NCOA2 inhibitor,TLR9-MyD88 inh,NR5A2 inv ag,NOD2 RIPK2 PPI,LMP1 NFkB inh,Vif imaging
COc1ccc(/C=C/C(=O)c2ccc(Cl)cc2)c(OC)c1,-17,-47,20,-15,-36,-77,6,-54,-6,-2,-4
COc1ccccc1C(CCNS(=O)(=O)c1ccc(C)cc1)c1ccco1 (centres undefined),6,-4,-1,-4,26,9,5,16,-13,1,1
Cc1ccnc(SCc2cc(=O)c(OC(=O)c3ccc(Cl)c([N+](=O)[O-])c3)co2)n1,-5,1,-8,5,10,-2,-4,-7,3,-7,-3
CC(=O)Nc1ccc(Nc2cc(-c3ccccc3)nc3ncnn23)cc1,-7,-9,-4,6,2,16,1,23,-5,6,7
NNC(=O)c1nnn(-c2nonc2N)c1CN1CCc2ccccc2C1,-12,28,-11,9,12,-4,-2,9,-10,6,1
CCN(CC)S(=O)(=O)c1ccc(N2CCOCC2)c(NC(=O)Cc2ccccc2)c1,-12,-10,-5,7,-10,13,11,-2,-14,6,-1
CCN(CC(=O)Nc1ccccc1C(F)(F)F)C(=O)c1ccc(=O)n(Cc2ccccc2)n1,3,11,-6,24,-2,-14,0,-10,-7,-1,/
Cc1cc(C)cc(C(=O)OCC(=O)NCc2ccco2)c1,-39,-6,17,-7,11,-18,3,-18,-2,-12,-6
C=CCNCCCOc1ccc(Cl)cc1C(C)(C)C,-35,19,6,14,19,2,1,-3,5,-2,-11
COc1ccc(CNC(=O)CNC(=O)c2cccs2)c(OC)c1,2,-16,31,-14,-8,2,-12,11,-13,2,17
CC(C)Cc1ccc(/C=C/C(=O)NC2CC2)cc1,-106,-34,8,-45,-44,-44,-11,-148,0,-13,-18
O=C(O)c1cc(Sc2ccc(Br)cc2)nc2ccccc12,-2,-4,-2,3,-4,-4,2,-13,1,-7,8
COc1ccc(NC2CS(=O)(=O)CC2NCc2ccco2)cc1 (centres undefined),-7,8,11,5,1,-10,-7,-8,2,7,28
CCN(CC)C1CCN(C(=O)c2ccc(OC3CCN(C(=O)CCOC)CC3)cc2)C1 (centres undefined),-7,5,-8,9,-13,-2,0,-12,-2,0,2
COc1ccc(C(C)=O)cc1COC(=O)c1ccc2ccccc2n1,-7,-3,-1,-21,-6,2,-11,-6,0,4,/
O=C(NC1CCOCC1)C1CCC(=O)N(Cc2ccc(Cl)cc2)C1 (centres undefined),-7,-8,-2,16,-10,-20,4,5,-1,-8,-4
Cc1c(C(=O)c2ccccc2)c2ccccn2c1CCc1ccccn1,-14,15,-3,-23,0,22,2,13,0,16,-11
CCCCN1C(=O)Nc2ccccc2S1(=O)=O,13,11,-17,11,-23,0,-2,2,-11,6,-3
O=C(NCC1CCCO1)c1onc(CSc2ccc(F)cc2)c1C(=O)O (centres undefined),-20,7,-2,-20,-4,-1,4,-1,-10,4,0
Cc1cc(=O)oc2cc(OCC(=O)NC(Cc3c[nH]c4ccc(O)cc34)C(=O)O)c(Cl)cc12 (centres undefined),4,5,-1,2,-2,18,-6,-11,-11,1,8
CNS(=O)(=O)c1cccc(C(=O)OCc2cc(=O)oc3c(C)c(O)ccc23)c1,-4,11,17,-24,51*,5,0,-18,-1,6,-6
Cc1cc(=O)oc2cc(OCc3ccc(C(=O)OCC(=O)NC4CCS(=O)(=O)C4)cc3)ccc12 (centres undefined),-7,-1,1,11,-32,-26,5,-5,3,5,3
COc1cc(CSc2ncn[nH]2)c(OC)cc1CSc1ncn[nH]1,-31,-11,10,5,-23,-19,2,5,-13,-12,0
Cc1c(N/C=C/C(=O)c2ccc(Cl)cc2)c(=O)n(-c2ccccc2)n1C,-3,-8,-37,-12,-4,-3,-6,-7,7,-3,-9
Cc1ccc2nc(N3CCN(C(=O)c4ccccc4F)CC3)c(C#N)cc2c1,0,-3,2,2,-17,-7,-4,15,-1,-12,0
CCn1nnc(NC(=O)COc2cc(C)ccc2C(C)C)n1,-9,13,-4,11,4,0,4,-15,-1,10,-7
Cc1ccc2oc(=O)c3cnn(CC(=O)N(CCN(C)C)Cc4ccco4)c3c2c1,7,20,3,10,-18,7,-3,26,6,9,/
CCCN(CC(=O)Nc1ccccc1C)C(=O)/C=C/c1ccc(OCC)c(OC)c1,-12,-6,-5,21,15,7,0,14,-2,6,8
Clc1ccc(-c2ccc(/C=N/Nc3nncc(-c4ccccc4)n3)o2)cc1,0,1,9,-6,-9,-22,-7,2,10,-4,-2
O=C(Nc1ccccn1)c1ccc(CN(c2ccccc2)S(=O)(=O)c2ccccc2)cc1,-9,24,0,22,16,1,-12,7,-3,-44,-5
Cc1cc(-c2cc(-c3ccc(Cl)cc3)on2)nc(NCC2CC2)n1,-10,2,9,-20,-12,-2,2,13,3,-3,0
CCOC(=O)C(Cc1ccc(O)cc1)NC(=O)CCc1c[nH]c2ccccc12 (centres undefined),-15,-5,0,3,-17,-10,-5,8,-10,-4,-2
COc1ccccc1CNC(=O)CN(C)S(=O)(=O)c1ccc(Br)s1,20,8,3,6,4,7,-6,5,-3,2,18
O=C(NCCC1=CCCCC1)c1ccc([N+](=O)[O-])cc1,-97,-26,29,-85,-25,-35,-1,-165,-1,-14,20
CC(C)(C)[C@H]1COC(=O)[C@@H](Cc2ccc(F)cc2)C/C=C\C[C@@H](CC(=O)N[C@@H](CO)Cc2ccccc2)C(=O)N1,4,20,2,-6,-11,-4,-4,8,2,1,-3
O=C(Nc1ccccc1CC[N+](=O)[O-])N1CCN(c2ccccc2)CC1,0,-16,-2,2,-17,-32,-3,4,-6,2,-5
Cc1cc(C)c(NC(=O)COC(=O)CCc2ccc(S(=O)(=O)N3CCCCC3)cc2)c(C)c1,-10,-9,14,6,-7,3,-13,-11,-4,0,-3

# A portion of the library; rates above refer to the full screens.
